LYPLA2 inh: LYPLA2 inhibitors, primary screen, counter-screen for PME1 inhibitor project, biochemical, fluorescence polarization, FP-Rh probe ABPP | 320,000 compounds, 0.38% hits | recombinant LYPLA2 | inhibition, % at 5.9 µM | Acyl-protein thioesterase 2 (Homo sapiens), O95372;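 active = inhibition above the screen-wide mean plus 3 SD, limit set per campaign, cut at about 26% in these data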;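 also: 0% = LYPLA2 with DMSO and 100% = wells lacking LYPLA2 enzyme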
LYPLA1 inh: LYPLA1 inhibitors, primary screen, counter-screen for PME1 inhibitor project, biochemical, fluorescence polarization, FP-Rh probe ABPP. Acyl-protein thioesterase 1 (Homo sapiens), O75608. recombinant LYPLA1. 320,000 compounds, 0.16% hits. AID 2174, 2009. inhibition, % at 5.9 µM;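 active = inhibition above the mean of all tested compounds plus 3 SD, set per campaign, cut at about 14% in these data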;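 also: inhibitors block serine hydrolase probe labeling of LYPLA1 so polarization falls; 0% = enzyme with DMSO and 100% = wells lacking LYPLA1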
pPAFAH inh: pPAFAH enzyme inhibitors, primary screen, biochemical, fluorescence polarization, human; recombinant pPAFAH, FP-rhodamine probe fluorescence polarization; inhibition, % at 3.39 µM; AID 463082, 2010; Platelet-activating factor acetylhydrolase (Homo sapiens), Q13093; 330,000 compounds, 1.5% hits;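 active = inhibition above the mean inhibition across the screen plus 3 SD, cut at about 25% in these data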;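 also: inhibitors block binding of the rhodamine activity-based probe so polarization drops; 0% = enzyme with DMSO and 100% = wells lacking pPAFAH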
Target sequence (Q13093 whole entry, looked up): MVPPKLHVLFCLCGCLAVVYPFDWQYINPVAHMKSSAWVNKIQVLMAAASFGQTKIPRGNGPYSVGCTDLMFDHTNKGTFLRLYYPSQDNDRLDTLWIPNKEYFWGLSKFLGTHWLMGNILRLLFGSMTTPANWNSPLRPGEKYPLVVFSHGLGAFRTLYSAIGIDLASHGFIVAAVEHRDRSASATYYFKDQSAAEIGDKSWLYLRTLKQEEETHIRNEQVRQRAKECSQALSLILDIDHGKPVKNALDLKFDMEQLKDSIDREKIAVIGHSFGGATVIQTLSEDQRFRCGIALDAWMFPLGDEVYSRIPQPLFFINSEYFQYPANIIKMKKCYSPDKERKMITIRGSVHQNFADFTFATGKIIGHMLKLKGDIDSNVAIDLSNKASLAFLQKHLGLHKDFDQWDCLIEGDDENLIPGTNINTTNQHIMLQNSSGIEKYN
PAFAH1B3 FP inh: PAFAH1B3 enzyme inhibitors, primary screen, biochemical, fluorescence polarization, human; recombinant PAFAH1B3, FP-rhodamine probe; inhibition, % at 3.39 µM; 340,000 compounds, 0.28% hits;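 active = inhibition above the screen-wide average of all tested compounds plus 3 SD, cut at about 25% in these data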;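 also: 0% = enzyme with DMSO only and 100% = wells lacking PAFAH1B3 protein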
Target sequence (Q15102 whole entry, looked up): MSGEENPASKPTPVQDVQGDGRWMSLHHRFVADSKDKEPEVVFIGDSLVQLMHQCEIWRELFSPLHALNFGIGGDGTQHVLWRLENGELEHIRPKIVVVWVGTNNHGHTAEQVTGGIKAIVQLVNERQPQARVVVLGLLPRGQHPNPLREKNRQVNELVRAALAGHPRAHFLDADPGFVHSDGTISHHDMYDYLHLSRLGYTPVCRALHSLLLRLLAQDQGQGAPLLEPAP
PAD4 inh: human PAD4 inhibitors, primary screen, biochemical, fluorescence polarization, 1536-well format | Protein-arginine deiminase type-4 (Homo sapiens), Q9UM07 | recombinant PAD4, RCA probe fluorescence polarization | inhibition, % at 6.36 µM | 330,000 compounds, 0.41% hits | AID 485272, 2010;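 active = percent inhibition above a cutoff equal to the mean of all tested compounds plus 3 SD, cut at about 15% in these data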;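 also: 0% = PAD4 with RCA probe and DMSO and 100% = probe without PAD4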
PAFAH2 inh: PAFAH2 enzyme inhibitors, primary screen, biochemical, fluorescence polarization, human | inhibition, % at 3.39 µM | 340,000 compounds, 0.99% hits | recombinant PAFAH2, FP-rhodamine activity probe;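 active = inhibition above the mean over all tested compounds plus 3 SD, cut at about 30% in these data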;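 also: inhibitors block probe labeling of enzyme so polarization drops; 0% = enzyme with DMSO and 100% = wells lacking PAFAH2 protein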
PME-1 primary: PME-1 inhibitors via competitive probe labeling, primary screen, biochemical, fluorescence polarization, FP-Rh probe, HTS | Protein phosphatase methylesterase 1 (Homo sapiens), Q9Y570 | recombinant PME-1 | inhibition, % at 5.9 µM | 320,000 compounds, 0.53% hits | AID 2130, 2009;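 active = inhibition above the campaign mean of all compounds plus 3 SD, cut at about 26% in these data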;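 also: competitive labeling of PME-1 active site by serine hydrolase directed probe; 0% = PME-1 with DMSO and 100% = wells lacking PME-1 enzyme; inhibitors block probe labeling so polarization falls and inhibition rises; many of its hits are not listed in these tables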
Target sequence (Q9Y570 whole entry, looked up): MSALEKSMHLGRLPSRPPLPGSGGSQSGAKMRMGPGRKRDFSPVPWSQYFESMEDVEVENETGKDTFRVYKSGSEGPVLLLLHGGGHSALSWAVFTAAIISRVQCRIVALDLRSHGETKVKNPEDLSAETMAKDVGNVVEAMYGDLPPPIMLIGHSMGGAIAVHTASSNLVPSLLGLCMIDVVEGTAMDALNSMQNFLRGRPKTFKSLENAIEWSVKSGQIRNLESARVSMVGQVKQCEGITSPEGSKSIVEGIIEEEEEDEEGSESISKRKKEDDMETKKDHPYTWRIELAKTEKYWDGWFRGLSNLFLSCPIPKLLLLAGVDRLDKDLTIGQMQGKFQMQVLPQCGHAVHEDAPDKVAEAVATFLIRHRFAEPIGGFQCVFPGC
PAFAH1B2 inh: PAFAH1B2 enzyme inhibitors, primary screen, biochemical, fluorescence polarization, human; Platelet-activating factor acetylhydrolase IB subunit alpha2 (Homo sapiens), P68402; recombinant PAFAH1B2, FP-rhodamine activity probe; inhibition, % at 3.39 µM; 340,000 compounds, 1.2% hits; AID 492953, 2010;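 active = inhibition above the mean of all tested compounds plus 3 SD, cut at about 24% in these data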;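 also: 0% = enzyme with DMSO and 100% = wells lacking PAFAH1B2; many of its hits are not listed in these tables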
GSTO1 counter: inhibitors of recombinant GSTO1, primary screen, counter-screen for RBBP9 inhibitor project, biochemical, fluorescence polarization; inhibition, % at 5.96 µM; activity-based probe fluorescence polarization; Glutathione S-transferase omega-1 (Homo sapiens), P78417; 300,000 compounds, 1.1% hits;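 active = inhibition above the campaign mean inhibition plus 3 SD, cut at about 35% in these data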;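 also: 0% = GSTO1-1 with DMSO and 100% = wells lacking GSTO1-1 enzyme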
* hit, by the source's call. The list is partial, so the mix of outcomes need not match the whole.

CCOC(=O)CN(C(=O)COC(=O)C1=NNC(=O)CC1)c1ccc(F)cc1 was read as pPAFAH inh 3.8, PAFAH1B3 FP inh 6.9, PAD4 inh -6.1, PAFAH2 inh -7.7 and PAFAH1B2 inh 6.6.
For CC(C)CC(OC(=O)c1cccs1)C(=O)NCc1ccco1 (stereo not given) the results were LYPLA2 inh -4.6, LYPLA1 inh -5.7, pPAFAH inh 11.6, PAFAH1B3 FP inh 4.8, PAD4 inh -1.5, PAFAH2 inh 14.2, PME-1 primary -6.1, PAFAH1B2 inh -5.4 and GSTO1 counter -6.9.
For Cc1cc(N2CCN(C)CC2)nc(N2CCOCC2)n1 the results were LYPLA2 inh -0.5, LYPLA1 inh -1.7, pPAFAH inh 1.6, PAFAH1B3 FP inh -0.1, PAD4 inh -1.9, PAFAH2 inh 0.9, PME-1 primary 0.2, PAFAH1B2 inh 4.2 and GSTO1 counter 10.7.
For Cc1ccc(S(=O)(=O)NCC(=O)NCC(=O)NCCc2ccccc2F)cc1C the results were LYPLA2 inh 2.2, LYPLA1 inh -4.0, pPAFAH inh 3.9, PAFAH1B3 FP inh -0.6, PAD4 inh -1.6, PAFAH2 inh 1.0, PME-1 primary 4.9 and PAFAH1B2 inh 3.4.
For COc1ccc(NC(=O)CCS(=O)(=O)c2ccc(Cl)cc2)cc1 the results were LYPLA2 inh 1.9, LYPLA1 inh 0.3, pPAFAH inh -0.1, PAFAH1B3 FP inh 5.3, PAD4 inh 1.0, PAFAH2 inh 5.2, PME-1 primary 1.0, PAFAH1B2 inh 5.5 and GSTO1 counter -2.3.
For NC(=O)c1ccsc1NC(=O)COC(=O)CNC(=O)c1ccc(Cl)cc1 the results were pPAFAH inh 2.1, PAFAH1B3 FP inh 2.7, PAD4 inh -1.9, PAFAH2 inh -10.4 and PAFAH1B2 inh 3.1.
For COC(=O)c1ccc(N2CCN(C(=O)c3ccccc3)CC2)c(NC(C)=O)c1 the results were LYPLA2 inh -6.3, LYPLA1 inh -4.2, pPAFAH inh -2.6, PAFAH1B3 FP inh 4.8, PAD4 inh 1.7, PAFAH2 inh -0.7, PME-1 primary 4.7, PAFAH1B2 inh 2.4 and GSTO1 counter -5.2.
O=C(Nc1ccnn1C1CCN(Cc2ccccn2)CC1)c1cccc(F)c1 was read as LYPLA2 inh 1.0, LYPLA1 inh -1.3, pPAFAH inh 7.6, PAFAH1B3 FP inh 2.6, PAD4 inh -3.0, PAFAH2 inh 0.6, PME-1 primary -5.8, PAFAH1B2 inh 4.5 and GSTO1 counter -5.2.
Screening O=C(Nc1ccc2nc3n(c(=O)c2c1)CCCC3)c1cccc(F)c1 returned LYPLA2 inh -3.5, LYPLA1 inh -4.0, pPAFAH inh -3.1, PAFAH1B3 FP inh 5.7, PAD4 inh -3.1, PAFAH2 inh -9.2, PME-1 primary -5.7, PAFAH1B2 inh -1.3 and GSTO1 counter -11.4.
Screening Cc1ccc(OCCC(=O)OCC(=O)NC2CCS(=O)(=O)C2)cc1 (stereo not given) returned LYPLA2 inh 3.8, LYPLA1 inh 2.4, pPAFAH inh 3.5, PAFAH1B3 FP inh 8.3, PAD4 inh 1.9, PAFAH2 inh 11.9, PME-1 primary 1.3, PAFAH1B2 inh 2.8 and GSTO1 counter 2.9.
For COc1ccc(Nc2nc3ccc(C)cc3cc2C#N)c(OC)c1 the results were LYPLA2 inh -0.3, LYPLA1 inh -5.2, pPAFAH inh 0.6, PAFAH1B3 FP inh 12.0, PAD4 inh 4.6, PAFAH2 inh -5.3, PME-1 primary 4.2, PAFAH1B2 inh -1.0 and GSTO1 counter 4.7.
`O=C(Nc1cccc(NC(=O)c2ccccc2Cl)c1)c1cccs1` gave LYPLA2 inh 3.7, LYPLA1 inh -4.5, pPAFAH inh 10.1, PAFAH1B3 FP inh 4.2, PAD4 inh 4.7, PAFAH2 inh -2.4, PME-1 primary -5.9, PAFAH1B2 inh -0.2 and GSTO1 counter -4.6.
`CN(CC(=O)Nc1ccc(S(=O)(=O)N2CCCC2)cc1)CC(=O)Nc1cccc(F)c1` gave LYPLA2 inh 5.7, LYPLA1 inh 1.3, pPAFAH inh 4.1, PAFAH1B3 FP inh 4.3, PAD4 inh -5.6, PAFAH2 inh -1.7, PME-1 primary 8.5, PAFAH1B2 inh 1.4 and GSTO1 counter 1.2.
Screening COc1ccc(-c2oc3ncnc(NCCN4CCOCC4)c3c2-c2ccc(OC)cc2)cc1 returned LYPLA2 inh 1.8, LYPLA1 inh 1.6, pPAFAH inh 4.1, PAFAH1B3 FP inh 2.0, PAD4 inh -2.8, PAFAH2 inh -6.6, PME-1 primary 4.0, PAFAH1B2 inh 1.3 and GSTO1 counter 0.8.
NS(=O)(=O)c1ccc(NC(=O)/C(=C/c2ccncc2)NC(=O)c2ccccc2)cc1 was read as LYPLA2 inh 4.7, LYPLA1 inh -2.1, pPAFAH inh -3.1, PAFAH1B3 FP inh 8.8, PAD4 inh -3.6, PAFAH2 inh -18.9, PME-1 primary -0.2, PAFAH1B2 inh -1.4 and GSTO1 counter 3.1.
Screening COc1ccc(/C=N/NC(=O)c2csc(-n3nc(C)cc3C(F)(F)F)n2)cc1 returned LYPLA2 inh 0.9, LYPLA1 inh -3.0, pPAFAH inh 1.4, PAFAH1B3 FP inh 3.2, PAD4 inh -1.4, PAFAH2 inh 4.8, PME-1 primary -4.4, PAFAH1B2 inh -1.6 and GSTO1 counter -0.3.
`O=C(O)c1ccc(-n2c(-c3cc(-c4ccco4)[nH]n3)n[nH]c2=S)cc1` gave LYPLA2 inh 1.3, LYPLA1 inh -5.7, pPAFAH inh 15.3, PAFAH1B3 FP inh 8.8, PAD4 inh 3.0, PAFAH2 inh 1.6, PME-1 primary -6.1, PAFAH1B2 inh 3.0 and GSTO1 counter 20.2.
For CCOC(=O)c1c(NC2=NS(=O)(=O)c3ccccc32)sc2c1CCCCC2 the results were LYPLA2 inh 4.1, LYPLA1 inh 1.0, pPAFAH inh 4.9, PAFAH1B3 FP inh 3.8, PAD4 inh 1.8, PAFAH2 inh 16.9, PME-1 primary -1.0, PAFAH1B2 inh 12.1 and GSTO1 counter 5.8.
`Cc1cc(C)cc(Oc2nc(C(F)(F)F)nc3ccccc23)c1` gave LYPLA2 inh 3.7, LYPLA1 inh 0.1, pPAFAH inh 0.3, PAFAH1B3 FP inh 3.2, PAD4 inh 1.5, PAFAH2 inh 1.7, PME-1 primary -4.7, PAFAH1B2 inh -1.1 and GSTO1 counter 8.1.
Screening Cc1ccsc1C=C1C(=O)c2ccccc2C1=O returned LYPLA2 inh 2.0, LYPLA1 inh 4.1, pPAFAH inh 4.8, PAFAH1B3 FP inh 13.3, PAD4 inh -6.1, PAFAH2 inh 5.8, PME-1 primary 2.3, PAFAH1B2 inh 2.6 and GSTO1 counter 37.5*.
For CN(C)S(=O)(=O)n1cnc([C@@H]2[C@@H]3C(=O)OC[C@@H]3C[C@]23N=CN(Cc2ccccc2)C3=O)c1 the results were LYPLA2 inh 1.3, LYPLA1 inh 0.3, pPAFAH inh 0.0, PAFAH1B3 FP inh 16.1, PAD4 inh -1.8, PAFAH2 inh -1.4, PME-1 primary -3.9 and PAFAH1B2 inh 4.2.
`Cc1ccnc(N=O)c1` gave pPAFAH inh 1.0, PAFAH1B3 FP inh 0.6, PAD4 inh -5.5, PAFAH2 inh 5.9 and PAFAH1B2 inh 0.6.
Cn1sc(NC(=O)c2ccccc2)nc1=O was read as LYPLA2 inh 1.3, LYPLA1 inh -1.8, pPAFAH inh -1.4, PAFAH1B3 FP inh -1.3, PAD4 inh -2.6, PAFAH2 inh 0.9, PME-1 primary 9.1, PAFAH1B2 inh -0.2 and GSTO1 counter 2.2.
`CC(=O)Nc1sc2c(c1C#N)CCC(C)C2` (stereo not given) gave LYPLA2 inh -5.7, LYPLA1 inh -0.9, pPAFAH inh -0.6, PAFAH1B3 FP inh -0.9, PAD4 inh -2.5, PAFAH2 inh 1.0, PME-1 primary -6.2, PAFAH1B2 inh 7.5 and GSTO1 counter -9.2.
For CSc1ccc(CNc2ccc(C)cc2)cc1 the results were LYPLA2 inh 3.7, LYPLA1 inh 0.6, pPAFAH inh 6.6, PAFAH1B3 FP inh 6.1, PAD4 inh 1.2, PAFAH2 inh 0.5, PME-1 primary 5.3, PAFAH1B2 inh 6.4 and GSTO1 counter 2.8.
Screening CCOc1ccc(NC(=O)CN2C(=O)c3ccccc3C2=O)cc1 returned LYPLA2 inh -4.2, LYPLA1 inh -1.4, pPAFAH inh 7.2, PAFAH1B3 FP inh 2.7, PAD4 inh 2.3, PAFAH2 inh 0.2, PME-1 primary 0.9, PAFAH1B2 inh 5.1 and GSTO1 counter -3.1.
`Cc1ccc(S(=O)(=O)Cc2ccc(C(=O)N3CCc4ccccc4C3)o2)cc1` gave LYPLA2 inh -3.6, LYPLA1 inh -4.6, pPAFAH inh 21.9, PAFAH1B3 FP inh 0.9, PAD4 inh -3.1, PAFAH2 inh -0.2, PME-1 primary -1.1, PAFAH1B2 inh 0.0 and GSTO1 counter 0.5.
Cc1ccc(-c2csc(N3CCN(CCCn4c(C(F)(F)F)nc5ccccc54)CC3)n2)cc1 was read as LYPLA2 inh -3.6, LYPLA1 inh -3.4, pPAFAH inh 5.0, PAFAH1B3 FP inh -0.9, PAD4 inh 0.5, PAFAH2 inh 4.2, PME-1 primary -1.3, PAFAH1B2 inh 2.8 and GSTO1 counter -3.2.
For O=C(O)CCN1CC2([N+](=O)[O-])CC=C(OCCO)C([N+](=O)[O-])(C1)C2 (stereo not given) the results were LYPLA2 inh -1.7, LYPLA1 inh -0.9, pPAFAH inh -5.0, PAFAH1B3 FP inh 0.8, PAD4 inh -2.9, PAFAH2 inh 0.9, PME-1 primary 0.9, PAFAH1B2 inh 4.3 and GSTO1 counter -1.7.
For CCOC(=O)c1cnc2ccc(Cl)cc2c1NCCN(C)C the results were LYPLA2 inh -3.2, LYPLA1 inh -1.9, pPAFAH inh 4.7, PAFAH1B3 FP inh 5.2, PAD4 inh 1.2, PAFAH2 inh -4.8, PME-1 primary 2.6, PAFAH1B2 inh 2.3 and GSTO1 counter -4.7.
For O=C(NC1CCCCC1)c1ccccc1NC(=S)NC(=O)C1CCC1 the results were LYPLA2 inh -4.0, LYPLA1 inh -3.4, pPAFAH inh 4.4, PAFAH1B3 FP inh -2.2, PAD4 inh -3.8, PAFAH2 inh 2.6, PME-1 primary 4.4, PAFAH1B2 inh -0.2 and GSTO1 counter 2.1.
